Screens as filed in PubChem.
DAX1 inh-1: DAX1 (NR0B1) inhibitors on StAR promoter, primary screen, cell-based, luminescence, SF-1 (NR5A1), full-length DAX-1; inhibition, % at 6.8 µM; HEK293T StAR-luciferase reporter, SF-1/DAX-1 repression relief; AID 652010, 2013; actives 1.1% (n = 370,000);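 active means inhibition above the mean over all tested compounds plus 3 SD, cut at about 3.6% in these data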;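 further: 0% = DAX-1 cells with DMSO and 100% = cells lacking DAX-1 with DMSO; higher inhibition means more luminescence from relief of DAX-1 repression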
GC-B act: human GC-B receptor activators, primary screen, HEK293 GC-B cells, cGMP TR-FRET, EC30 CNP | Atrial natriuretic peptide receptor 2 (Homo sapiens), P20594 | 0% at EC30 CNP, 100% saturating CNP | activation, % at 10 µM | actives 0.11% (n = 370,000) | AID 1920062, 2024;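 active means activation at 10 µM reaching about 35% in either raw or pattern-adjusted values, limit read from the data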
ADAM10 inh: human ADAM10 inhibitors, primary screen, biochemical, QFRET, HTS | inhibition, % at 7 µM | recombinant ADAM10, EDANS/DABCYL FRET peptide cleavage, 3 h | Disintegrin and metalloproteinase domain-containing protein 10 (Homo sapiens), O14672 | actives 0.62% (n = 370,000) | AID 720582, 2013;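 active means inhibition above a per-campaign cutoff equal to the mean of compounds falling between control-based bounds plus 3 SD, cut at about 20% in these data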;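 further: 0% = DMSO wells while the 100% control is not disclosed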
hgDAF12 agonist: H. glycines DAF-12 receptor agonists, primary screen, cell-based, luminescence, HEK293, GAL4 fusion, UAS-luciferase | actives 1.8% (n = 370,000) | activation, % at 6.8 µM | HEK293 GAL4-hgDAF12 UAS-luciferase reporter, agonist luminescence; normalized to butyrate control;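 active means activation above a cutoff set at the mean of all screened compounds plus 3 SD, cut at about 10% in these data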;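 further: 0% = DMSO wells and 100% = sodium butyrate wells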
SMARCA2 act: SMARCA2 (BRM) function activators, primary screen, cell-based, luminescence, high throughput; MG213 cells, MMTV-luciferase reporter, dexamethasone, overnight; activation, % at 9.1 µM; actives 1% (n = 370,000); AID 652017, 2013; in the data active means activation above about 7.8%;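 further: 0% = vehicle wells and 100% = reference activator wells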
ssDAF12 agonist: S. stercoralis DAF-12 nuclear receptor activators, primary screen, cell-based, luminescence, HEK293, GRIP1 co-expression, lit1-tk-luc. Nuclear hormone receptor DAF-12 (Strongyloides stercoralis). HEK293 ssDAF-12/GRIP1 lit1-tk-luc reporter; % of 3 µM dafachronic acid response. activation, % at 6.8 µM. actives 1% (n = 370,000). AID 652126, 2013;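 active means activation above the mean over all tested compounds plus 3 SD, cut at about 0.9% in these data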;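 further: 0% = DMSO-only wells and 100% = 3 µM delta7-dafachronic acid wells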
DAX1 inh-2: DAX1 (NR0B1) inhibitors, primary screen, cell-based, HEK293, Gal4-DAX1, luciferase luminescence | Nuclear receptor subfamily 0 group B member 1 (Homo sapiens), P51843 | HEK293 Gal4-DAX1 luciferase reporter | inhibition, % at 6.75 µM | actives 0.99% (n = 340,000) | AID 504766, 2011;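 active means inhibition above the mean over all tested compounds plus 3 SD, cut at about 4.2% in these data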;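 further: 0% = DAX1-transfected cells with DMSO and 100% = empty-vector control cells with DMSO; inhibition shows as a rise in luminescence from relieved DAX1 repression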
Target sequence (P51843 207-470 limits assumed): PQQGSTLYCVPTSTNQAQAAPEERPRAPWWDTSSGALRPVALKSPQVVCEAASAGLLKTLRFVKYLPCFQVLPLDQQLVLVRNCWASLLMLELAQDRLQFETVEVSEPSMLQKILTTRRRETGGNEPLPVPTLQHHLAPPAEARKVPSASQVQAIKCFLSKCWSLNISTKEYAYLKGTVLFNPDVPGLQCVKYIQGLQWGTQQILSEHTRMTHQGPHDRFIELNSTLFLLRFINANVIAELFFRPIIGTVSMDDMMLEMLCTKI
hcDAF-12 act: H. contortus DAF-12 nuclear receptor activators, primary screen, cell-based, luminescence, HEK293, lit1-tk-luc reporter | HEK293 hcDAF-12 lit1-tk-luc reporter; 0% DMSO, 100% Δ7-dafachronic acid | activation, % at 6.8 µM | actives 1.4% (n = 370,000) | AID 652067, 2013;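 active means activation above the mean of all tested compounds plus 3 SD, cut at about 5.5% in these data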;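 further: 100% = response to 3 µM Δ7-dafachronic acid high control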
HGIII-sPLA2 inh: human group III sPLA2 inhibitors, primary screen, biochemical, QFRET, BODIPY PC-A2 liposome substrate. QFRET BODIPY PC-A2 liposome hydrolysis, fluorescence. inhibition, % at 12.2 µM. Group 3 secretory phospholipase A2 (Homo sapiens), Q9NZ20. actives 0.56% (n = 370,000);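 active means inhibition above mean plus 3 SD of compounds lying within the high and low control bounds, cut at about 19% in these data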;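 further: 0% = median of test compound wells and 100% = no enzyme DMSO wells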
Target sequence (Q9NZ20 whole entry, looked up): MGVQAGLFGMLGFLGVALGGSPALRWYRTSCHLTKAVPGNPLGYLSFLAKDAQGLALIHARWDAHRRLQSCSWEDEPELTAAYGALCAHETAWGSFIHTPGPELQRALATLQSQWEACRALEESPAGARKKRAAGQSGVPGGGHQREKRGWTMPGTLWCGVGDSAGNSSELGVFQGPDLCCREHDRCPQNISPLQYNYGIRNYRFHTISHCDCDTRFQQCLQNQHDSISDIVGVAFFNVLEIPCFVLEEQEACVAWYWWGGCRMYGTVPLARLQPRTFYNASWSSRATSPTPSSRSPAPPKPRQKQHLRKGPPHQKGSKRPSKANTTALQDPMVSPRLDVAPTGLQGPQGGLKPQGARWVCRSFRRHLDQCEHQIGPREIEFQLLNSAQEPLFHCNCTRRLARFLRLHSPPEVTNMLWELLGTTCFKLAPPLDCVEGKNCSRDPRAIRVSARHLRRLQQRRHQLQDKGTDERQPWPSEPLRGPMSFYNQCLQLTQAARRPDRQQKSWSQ
GC-A act: GC-A stimulated cGMP production enhancers – HEK293 GC-A cells, cGMP TR-FRET, EC30 ANP, primary screen. Atrial natriuretic peptide receptor 1 (Homo sapiens), P16066. 0% at EC30 ANP, 100% saturating ANP. activation, % at 10 µM. actives 0.14% (n = 370,000); in the data active means activation above about 40%
GAA850 FXN act: FXN promoter activators, primary screen, cell-based, luciferase luminescence, HEK293 lucGAA850; activation, % at 6 µM; actives 0.56% (n = 360,000); HEK293 lucGAA850 FXN promoter luciferase reporter, 24 h; percent of 10 µM SAHA response;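 active means activation above the average of all compounds screened plus 3 SD, cutoff fixed separately per campaign, cut at about 7.5% in these data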;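 further: 0% = DMSO wells and 100% = 10 µM SAHA wells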
* hit, by the source's call; / = not tested or not shown. The order is random. Share with any hit: about 6.6%.

Sample of the layout:
Under each structure – DAX1 inh-1, GC-B act, ADAM10 inh, hgDAF12 agonist, SMARCA2 act, ssDAF12 agonist, DAX1 inh-2, hcDAF-12 act, HGIII-sPLA2 inh, GC-A act, GAA850 FXN act
[1] Cc1cccc(OCc2nnc(SCC(=O)NCC3CCCO3)n2C)c1 (stereo unspecified)
→ 0.0, 6, 10, -3.0, -4, -0.9, 0.4, -0.1, 9, -4, 0.9
[2] CC(=O)c1cccc(-c2cnc3c(NC=O)cc(-c4ccc(F)cc4)cn23)c1
→ 1.1, 18, -14, -3.5, 5, -0.2, /, -2.4, 6, 0, 0.5

The listing, repeating the preview:
Under each structure – DAX1 inh-1, GC-B act, ADAM10 inh, hgDAF12 agonist, SMARCA2 act, ssDAF12 agonist, DAX1 inh-2, hcDAF-12 act, HGIII-sPLA2 inh, GC-A act, GAA850 FXN act
[1] Cc1cccc(OCc2nnc(SCC(=O)NCC3CCCO3)n2C)c1 (stereo unspecified)
→ 0.0, 6, 10, -3.0, -4, -0.9, 0.4, -0.1, 9, -4, 0.9
[2] CC(=O)c1cccc(-c2cnc3c(NC=O)cc(-c4ccc(F)cc4)cn23)c1
→ 1.1, 18, -14, -3.5, 5, -0.2, /, -2.4, 6, 0, 0.5
[3] Cc1ccc([N+](=O)[O-])cc1NC(=O)c1c(-c2ccccc2)noc1C
→ -1.9, 3, 8, -2.7, -1, -0.6, -0.3, 0.6, -8, 3, 1.6
[4] CNC(=O)C[C@@H]1CC[C@@H]2[C@H](COc3ccc(NC(=O)c4cccc(F)c4)cc3C(=O)N2C)O1
→ 0.3, 1, -1, 0.7, 1, -0.9, /, 0.6, 4, 2, /
[5] CCCC(=O)Nc1ccc(C(=O)COC(=O)C2CC2C)cc1 (stereo unspecified)
→ 3.3, 1, 2, 4.2, 7, 0.1, 0.4, 2.2, -1, 0, 5.6
[6] CCOc1ccc(S(=O)(=O)Nc2ccc(F)cc2)c(C)c1C
→ -2.0, 0, 18, -2.0, -5, -1.9, -0.6, -2.9, -27, 3, 1.1
[7] CC(C(=O)Nc1ccccc1-c1ccccc1)N1CCN(S(=O)(=O)c2ccccc2)CC1 (stereo unspecified)
→ -0.3, 3, 11, -1.9, -4, -0.9, -1.0, 1.2, -8, -6, -3.1
[8] CCC(C)NC(=O)c1ccccc1C(=O)NC(C)CC (stereo unspecified)
→ -0.1, 2, -3, -0.9, 1, -1.2, -1.2, -1.3, -2, 0, 0.8
[9] COC(=O)c1cccc(NS(=O)(=O)c2ccc(OC)c(C(=O)N3CCOCC3)c2)c1C
→ 0.0, 5, 1, 0.4, 3, -0.6, 0.0, -0.8, 4, 3, 1.8
[10] COc1ccc(CNc2nccs2)cc1
→ 0.6, 2, 6, 0.3, 0, -0.1, -1.3, -2.4, 2, 2, 1.5
[11] CN(C)/C=C/C(=O)c1ccc(N2CCN(c3ncc(C(F)(F)F)cc3Cl)CC2)cc1
→ -0.4, -2, -5, 1.4, 0, -1.4, -0.6, -1.9, 3, -4, -1.7
[12] COc1ccc(CCNC(=O)Cc2ccc(Cl)cc2)cc1OC
→ 0.4, 0, 4, 0.2, 4, -1.7, 0.0, 0.7, 5, 3, 0.1
[13] CCC(C)NS(=O)(=O)c1ccc(NS(=O)(=O)c2ccccc2[N+](=O)[O-])cc1 (stereo unspecified)
→ -0.3, 1, -12, 2.1, 0, -1.4, 2.2, -0.6, 2, 0, -0.4
[14] CCc1nc2ccc(F)cc2c(C(=O)NC2CCCCC2C)c1C (stereo unspecified)
→ -1.1, -3, -11, -0.4, -5, -1.6, 0.1, -0.3, 7, 2, -0.5
[15] Cc1ccc(N2C(=O)CC(NNc3nc4ccccc4s3)C2=O)cc1 (stereo unspecified)
→ 0.1, 0, 2, 0.1, 1, -1.0, 0.5, -2.0, -11, 1, -0.8
[16] CCn1cc(Cl)c(C(=O)N2N=C3/C(=C/c4cccs4)CCCC3C2c2cccs2)n1 (stereo unspecified)
→ -0.6, -2, 1, 2.0, -2, -0.7, -0.5, 6.6*, 6, -5, -1.8
[17] O=C1C2C3C=CC(C3=C3CCCCC3)C2C(=O)N1c1ccccc1 (stereo unspecified)
→ -0.2, 9, -7, 0.3, -1, -1.4, -0.6, -0.8, -6, 7, -1.1
[18] NC(=O)CN1CCN(CCN2C(=O)c3cccc4cccc(c34)C2=O)CC1
→ 0.1, 2, -79, 2.6, 1, -0.4, 0.6, 0.3, 5, 4, 0.6
[19] Cc1c(C(=O)N2CCN(C(=O)c3ccccc3)CC2)oc2ccc(F)cc12
→ -0.3, -2, -5, 2.4, -3, -1.0, 0.2, 0.1, -3, -1, -0.6
[20] Nc1nc(CSc2nc3ccccc3[nH]2)cs1
→ 0.1, -4, 5, 4.2, 3, 0.2, 4.6*, 4.2, 4, 3, 3.8
[21] CN1C(=O)C(Cc2cnc[nH]2)NC1=S (stereo unspecified)
→ 0.1, 0, -3, -1.2, -3, -1.0, -0.9, 0.8, -1, -1, 0.0
[22] COc1ccc(S(=O)(=O)N2CCOCC2)cc1NC(=O)Cc1coc2cc(C)ccc12
→ -0.8, 6, 6, -1.7, -1, -1.3, 0.5, -1.4, -20, 0, -1.2
[23] Cc1ccc(NC(=O)c2nnn(CC(=O)Nc3ccccc3)c2N)cc1C
→ -0.7, 4, -4, -1.1, -1, -0.6, -0.8, -1.6, -4, 8, 0.1
[24] CC(C)OCCCNC(=O)c1ccc(NC(=O)C2=CSCCO2)cc1
→ -0.3, -3, -5, -1.3, 1, -0.9, -0.4, 0.0, 0, 2, 0.9
[25] CCOC(=O)c1c(C)nc2ncccn12
→ -0.3, 1, -308, -0.2, 0, -0.7, 0.3, -1.8, -6, 0, 0.0
[26] COc1ccc(C(c2nnnn2-c2ccc3c(c2)OCCO3)N2CCN(C/C=C/c3ccccc3)CC2)cc1 (stereo unspecified)
→ -1.9, 2, 2, 0.2, -2, -1.5, /, -2.1, -13, 1, /
[27] Cc1sc(NC(=O)c2ccco2)c(CN2CCN(c3ccccc3)CC2)c1C
→ 0.1, 2, 8, 1.6, 4, -1.2, -0.6, 1.4, 4, 1, -0.2
[28] CCOc1ccc(NC(=O)c2cc(C)nc3ccccc23)cc1
→ -0.1, 5, -1, 0.2, 0, -0.7, 0.5, 0.4, -3, 0, 1.0
[29] O=C(CSc1ncnc2sccc12)Nc1ccccc1F
→ 0.2, 1, 2, 0.5, 5, -1.6, -0.3, -1.4, -2, -4, -0.2
[30] CSCC(=O)N1CCC(CCC(=O)NC2CC2)CC1
→ -0.1, 5, -5, -1.5, -2, -1.1, 0.6, -0.4, 6, 3, -0.3
[31] CC(C)NC(=O)C1(C)CCN1Cc1ccc(C(F)(F)F)cc1 (stereo unspecified)
→ 1.1, 4, -11, -0.3, -1, -1.6, /, -0.7, -1, 3, 0.3
[32] COc1ccc(C(=O)NCc2nc(C)c(C)s2)cc1OC1CCN(C(C)C)CC1
→ -0.1, -3, -6, 2.0, 3, -0.9, -0.2, 0.3, 1, 1, -1.7
[33] O=C(c1ccccc1)c1nn(-c2ccccc2)c(=O)cc1C(F)(F)F
→ -1.6, -15, -1, -4.3, -1, -1.6, -1.4, -1.7, 6, -12, 2.5
[34] COn1cnnc1-c1ccccc1
→ 0.5, 0, 1, -1.3, 2, -0.4, 1.5, -1.2, 3, 2, 0.2
[35] CCOc1ccc(NC(=S)NC(=O)c2cncc(Br)c2)cc1
→ 0.6, -2, 7, 1.4, -5, -0.9, -0.2, -0.6, -4, 2, 1.4
[36] O=C(NCc1cccs1)Nc1cc(Cl)ccc1Cl
→ -0.6, 4, -4, 1.2, -5, -1.1, 0.1, -1.3, 4, 0, 1.7
[37] COc1ccc(-n2cnc3scc(-c4ccccc4)c3c2=O)cc1
→ -0.4, -2, 8, -0.3, 1, -2.0, -2.0, 0.7, -2, 2, -1.0
[38] CCOc1ccc(N(CC(=O)Nc2cc(Cl)ccc2C)S(C)(=O)=O)cc1
→ -0.2, 0, 4, 3.2, -2, -1.4, 0.3, -0.2, -15, -8, -0.3
[39] CCN(CC)C(=O)c1sc(NC(=O)c2cccc([N+](=O)[O-])c2)c(C#N)c1C
→ 0.3, 2, 7, -0.4, -1, -0.4, 1.6, -0.5, 4, 0, 2.6
[40] Cc1ccc(N(Cc2cc(=O)[nH]c3ccccc23)C(=O)c2ccco2)cc1
→ 1.3, -12, -10, -0.6, -1, -0.4, 0.1, 4.4, -4, -11, 2.8
[41] O=C(NCCc1ccccn1)c1ccc(OC2CCN(CCc3ccccc3)CC2)cc1
→ 5.8*, -3, -7, 12*, 6, -0.1, 0.7, 3.1, -16, -4, 5.6
[42] CC(C)c1nnc(NC(=O)CSc2nc3ccccc3s2)s1
→ 0.7, 8, 2, -0.9, -2, -0.8, 0.1, 0.1, -24, 0, 0.1
[43] Cc1cccc(N(CC(=O)N2CCc3ccccc3C2)S(C)(=O)=O)c1C
→ -0.3, -3, -6, -1.2, -2, -1.6, 0.3, -1.6, -2, -4, -2.1
[44] Cc1ccc(OCCNC(=O)CCNS(=O)(=O)c2ccc(Br)cc2)cc1
→ -0.7, -4, -8, -1.8, -1, -1.0, 0.0, 0.4, -6, -1, 1.8
[45] CCc1c(C)[nH]n(-c2nc(-c3cccc([N+](=O)[O-])c3)cs2)c1=O
→ 0.6, -3, 2, 2.7, 8, -1.6, 0.0, -1.1, -9, 0, 0.2
[46] O=[N+]([O-])c1ccc(-c2cn(-c3ccccc3)c(=S)[nH]2)cc1
→ 0.8, -6, -4, 5.8, 1, 0.1, 0.3, 0.1, 12, -2, 7.1
